# eIF4E 4G PPI = eIF4E/eIF4G interaction inhibition in translation initiation. P63073+Q04637. AID 782. hit rate 0.37% among 220,000. TR-FRET eIF4E-eIF4GI(517-606) binding, 2 h. inhibition, % at 21.7 µM;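 active = inhibition above about 30%, limit read from the data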;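 note: 0% = full FRET control wells and 100% = background wells lacking eIF4GI fragment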
# NPY-Y2 PAM-ag = potentiates or activates human NPY-Y2 receptor; P49146; cells expressing NPY-Y2, potentiator/agonist read-out; AID 1359; hit rate 0.45% among 220,000; activation, % at 3.6 µM; in the data active = activation above about 27%;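 note: cells stimulated with NPY near EC25 plus isoproterenol at EC100; 0% = vehicle plus submaximal agonist and 100% = vehicle plus saturating agonist; some results beyond the cut were filed as inactive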
# S1P4 agonist = activates the human S1P4 receptor; activation, % at 4.98 µM; hit rate 0.35% among 220,000; O95977; AID 1509; S1P4-expressing cell line, agonist reporter assay; in the data active = activation above about 11%;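 note: 0% = DMSO vehicle and 100% = reference agonist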
# Target sequence (O95977 whole entry, looked up): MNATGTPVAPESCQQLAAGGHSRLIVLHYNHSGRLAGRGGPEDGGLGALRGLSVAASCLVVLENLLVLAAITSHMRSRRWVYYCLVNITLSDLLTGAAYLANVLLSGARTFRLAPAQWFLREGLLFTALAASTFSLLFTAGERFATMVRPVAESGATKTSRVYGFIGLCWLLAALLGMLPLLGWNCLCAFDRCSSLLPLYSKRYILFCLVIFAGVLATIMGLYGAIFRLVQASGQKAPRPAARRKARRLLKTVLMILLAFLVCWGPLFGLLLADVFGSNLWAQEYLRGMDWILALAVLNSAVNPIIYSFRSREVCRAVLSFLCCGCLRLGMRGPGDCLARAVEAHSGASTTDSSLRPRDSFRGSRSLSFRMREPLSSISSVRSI
# Wee1 stabilizer = human Wee1 degradation inhibition, primary screen. hit rate 1.2% among 220,000. HeLa Luc-Wee1K328M stability, luciferase luminescence; 100% = proteasome inhibitor MG132 effect. reporter increase, % at 5 µM. P30291. AID 1321;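 active = activation above the mean of all tested compounds plus 3 SD, set per screening run, cut at about 8.8% in these data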;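 note: cells exposed to compound for 20 h before luminescence read; 0% = DMSO alone and 100% = MG132 at 30 µM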
# PERK inhibitor = inhibitors of human PERK kinase; inhibition, % at 5.6 µM; CHO PERK-DD fusion, SEAP luminescence translation reporter; hit rate 0.17% among 220,000;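 active = inhibition above the mean inhibition of all tested compounds plus 3 SD, set separately per screening campaign, cut at about 2.9% in these data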;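 note: PERK kinase domain activated by AP20187 dimerizer at 100 nM; 0% = DMSO with dimerizer and 100% = rapamycin at 8.4 µM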
# S1P4 antag = human S1P4 receptor antagonism; O95977; S1P4-expressing cells, antagonist mode, reporter read-out; inhibition, % at 4.98 µM; hit rate 0.26% among 220,000; in the data active = inhibition above about 29%;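 note: 0% = wells stimulated with agonist and 100% = vehicle wells without agonist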
# Ba/F3 V617F tox = loss of viability in JAK2V617F-driven Ba/F3 cells; Ba/F3 EpoR-JAK2V617F viability, ATP luminescence; inhibition, % at 5.6 µM; hit rate 1.1% among 220,000; AID 1446;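 active = inhibition above the campaign mean plus 3 SD over all tested compounds, cut at about 24% in these data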;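 note: cytokine-independent growth of Ba/F3 cells driven by EpoR plus mutant JAK2; 0% = DMSO-treated cells and 100% = JAK inhibitor I control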
# MDM2 E3 inh = inhibitors of human Mdm2 E3 ubiquitin ligase. cell-based MDM2 ubiquitination luciferase reporter, 2 h; 0 = plate control, 100 = twice control, blank-subtracted. signal enhancement, % at 5 µM. hit rate 0.11% among 210,000. Q00987. AID 1230;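 active = signal enhancement of 30% or more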;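 note: luminescence tracks abundance of the self-degrading MDM2-luciferase fusion protein; higher signal means inhibition of MDM2 E3 ligase activity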
# Target sequence (Q00987 whole entry, looked up, the tested form may be a part): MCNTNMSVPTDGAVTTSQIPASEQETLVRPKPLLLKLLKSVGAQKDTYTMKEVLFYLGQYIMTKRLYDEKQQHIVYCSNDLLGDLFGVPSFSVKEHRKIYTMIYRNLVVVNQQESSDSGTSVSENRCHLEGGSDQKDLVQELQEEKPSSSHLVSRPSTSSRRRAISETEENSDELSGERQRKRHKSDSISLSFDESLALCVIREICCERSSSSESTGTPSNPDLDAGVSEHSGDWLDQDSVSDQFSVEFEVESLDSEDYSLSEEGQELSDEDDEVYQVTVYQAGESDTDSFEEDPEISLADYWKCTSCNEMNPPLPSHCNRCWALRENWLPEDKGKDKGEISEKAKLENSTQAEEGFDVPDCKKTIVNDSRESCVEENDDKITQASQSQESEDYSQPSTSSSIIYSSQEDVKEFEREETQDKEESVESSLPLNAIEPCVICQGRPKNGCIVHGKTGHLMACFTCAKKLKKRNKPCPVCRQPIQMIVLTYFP
#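 Material: Stable MDM2–luciferase fusion reporter cells | Amount: 2000 cells seeded into each well | Dosing: One concentration, 5 µM, with 0.2% DMSO | Incubation: 4 h cell settling then 2 h compound exposure, 37 °C | Measured by: Luciferase luminescence | Read-out basis: % enhancement relative to plate controls after blank subtraction | Benchmarks: Control and blank well means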
# BaF3 tox = parental Ba/F3 viability inhibition as JAK2V617F counter-screen. CellTiter-Glo ATP luminescence. inhibition, % at 5.6 µM. hit rate 1.1% among 220,000. AID 1486;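 active = inhibition above a per-campaign cutoff, the mean inhibition of all tested compounds plus 3 SD, cut at about 27% in these data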;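 note: 0% = DMSO wells and 100% = JAK Inhibitor I control wells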
# * hit, by the source's call; x = no result given; [ ] = dose if it differs, or a comment.
mol,eIF4E 4G PPI,NPY-Y2 PAM-ag,S1P4 agonist,Wee1 stabilizer,PERK inhibitor,S1P4 antag,Ba/F3 V617F tox,MDM2 E3 inh,BaF3 tox
C(=N\NCc1ccccc1)/c1ccc2nccnc2c1,-10.4,10.0,0.9,2.4,1.6,5.0,3.8,-12.9,-6.2
Cc1ccc(-c2nn(CC(=O)N3CCOCC3)c(=O)c3ccccc23)cc1S(=O)(=O)N(C)C,-5.0,4.6,-0.6,-1.5,-1.0,-3.2,1.7,9.0,-0.6
CC1=NN(C(=O)c2csc(C)c2C)C(O)(C(F)(F)F)C1 (stereo not drawn),1.3,9.3,1.1,-0.9,1.4,-4.8,-0.2,-15.0,5.7
COC(=O)C(NC(=O)c1ccc(F)cc1)(Nc1nc(C)cs1)C(F)(F)F (stereo not drawn),-4.3[fluorescence artefact?],-0.3,0.7,0.8,-0.1,-19.7,1.5,-15.7,8.5
N=c1oc2c3c4c(cc2cc1C(=O)Nc1ccccc1)CCCN4CCC3,-0.5[fluorescence artefact?],4.9,1.6,0.2,0.1,6.9,-6.4,-39.8,2.2
COc1ccc(/C=N/NC(=O)c2cc(-c3ccccc3OC(C)C)nc3ccccc23)cc1CN1CCOCC1,-2.4,11.1,-0.2,3.2,-0.5,-14.7,3.6,-7.5,7.7
CC1(C)Cc2nc3sc4c(NCCO)ncnc4c3cc2CS1,2.0,-15.0,0.3,3.8,-0.2,-7.0,-2.0,-13.4,1.8
CCOc1cc(C(=O)OCC(=O)c2c(C)[nH]c3ccccc23)ccc1OCC(=O)N1CCOCC1,-4.0,0.6,0.9,-2.1,-0.6,-10.5,-6.5,-0.1,-0.7
O=C(Nc1ccccc1)c1cccnc1Nc1ccccc1,-2.7,-6.8,0.3,-2.0,0.3,-17.0,-0.7,-9.8,6.0
COc1cc(C(=O)NCC2CCCO2)cc(OC)c1OC (stereo not drawn),1.6,5.4,1.7,2.3,0.5,-21.5,2.5,9.6,2.5
CCOc1ccc(OCC)c(NC(=O)CSc2nc3c(c(=O)n(C)c(=O)n3C)n2CC)c1,-10.3,10.7,0.1,-0.5,0.0,-4.6,0.6,2.7,10.5
COc1cc(/C=C2/SC(=Nc3ccc(O)cc3)NC2=O)cc(OC)c1O,6.0,-3.7,-0.9,1.7,0.9,-12.7,-1.2,-5.5,-0.6
O=C(COC(=O)c1cc(-c2cccc(Br)c2)nc2ccccc12)NCC1CCCO1 (stereo not drawn),-1.9,6.3,0.6,-0.3,-0.1,-10.6,-0.9,-16.1,0.3
O=C(Nc1cccc(S(=O)(=O)N2CCOCC2)c1)c1ccc(N2CCOCC2)c([N+](=O)[O-])c1,-1.0,5.5,-1.3,-2.2,0.1,-6.2,-1.0,-9.0,4.7
O=C(CN(c1ccc(F)cc1)S(=O)(=O)c1ccc2c(c1)OCCO2)NCc1ccccc1,6.4,1.4,2.5,1.6,-0.4,3.4,-1.4,1.6,4.2
CCc1ccccc1NC(=S)N(Cc1cccc(C)c1)c1cccnc1,-0.1,-12.7,-0.7,-1.0,-0.4,-4.7,3.0,-9.8,2.3
COc1ccc(/C=C2\N=C3CCCCCN3C2=O)cc1OC,-4.6[fluorescence artefact?],-18.1,1.6,6.5,0.2,-9.2,-2.7,-5.9,-0.9
Cc1ccc(C(=O)NCCOc2cccc(C)c2)cc1,-7.3,-8.6,2.0,-2.8,0.3,5.2,-2.0,-0.2,9.8
CCc1ccc(NC(=S)N(CCN2CCCCC2)Cc2ccco2)cc1,1.9[fluorescence artefact?],-3.3,0.0,1.2,-0.1,-4.4,0.7,-6.2,8.9
CCN(Cc1cc2cc(C)ccc2[nH]c1=O)C(=O)c1cccc([N+](=O)[O-])c1,-0.4,-7.8,2.1,-2.1,-1.7,-8.1,-3.7,-14.9,1.8
COc1cc(-c2cc(N3C(=O)Nc4ccccc4N3O)n[nH]2)cc(OC)c1OC,-3.5,4.0,0.1,-2.9,1.4,-8.8,2.3,3.7,8.2
Cc1cccc(NC(=O)CSc2nnc(-c3ccc(S(=O)(=O)N4CCOCC4)cc3)n2C)c1,8.2,6.7,1.0,0.3,2.0,-20.5,-2.1,-14.3,3.2
N#Cc1nc(-c2ccccc2F)oc1NCc1ccccc1,-2.0,-7.1,1.1,2.1,2.3,-3.0,-3.0,-11.1,1.5
CCn1nc(C)cc1-c1n[nH]c(=S)n1N,0.8[fluorescence artefact?],6.8,-1.4,0.3,-0.2,-7.8,-2.7,4.9,-1.1
O=C(COc1ccc(Br)cc1Br)NC(=O)NC1CCCC1,-0.1,1.7,-0.9,2.1,0.9,-1.9,2.1,5.2,5.0
CC(Sc1nncn1-c1ccccc1)C(=O)Nc1cccc([N+](=O)[O-])c1 (stereo not drawn),1.0,-0.3,-1.3,-2.5,0.0,-3.1,-4.4,-6.0,4.2
CC(C)(O)C#Cc1ccc(C(=O)N2CCN(c3ccc(F)cc3)CC2)cc1,5.2,11.0,0.6,-3.4,0.9,-4.7,-5.3,-6.7,-4.2
O=C(NCCN1C(=O)C2C3C=CC(C3)C2C1=O)Nc1ccc(Br)cc1 (stereo not drawn),0.7[fluorescence artefact?],6.9,1.2,1.4,0.9,-21.3,-2.0,-9.7,4.0
CC(C)(C)NC(=O)C(c1ccncc1)N(Cc1cccs1)C(=O)Cn1nnc(-c2cccs2)n1 (stereo not drawn),-5.3,-3.5,1.0,2.7,-0.7,-3.1,-0.9,-10.2,1.2
O=C(C1CCN(c2nnnn2-c2ccccc2)CC1)N1CCN(c2ccccc2)CC1,3.1,1.3,0.0,-1.7,0.2,7.2,-0.2,-14.1,6.5

# Next part, overlapping the part above by three compounds.
# Screens in order: eIF4E 4G PPI	NPY-Y2 PAM-ag	S1P4 agonist	Wee1 stabilizer	PERK inhibitor	S1P4 antag	Ba/F3 V617F tox	MDM2 E3 inh	BaF3 tox
O=C(NCCN1C(=O)C2C3C=CC(C3)C2C1=O)Nc1ccc(Br)cc1 (stereo not drawn)
    0.7[fluorescence artefact?]	6.9	1.2	1.4	0.9	-21.3	-2.0	-9.7	4.0
CC(C)(C)NC(=O)C(c1ccncc1)N(Cc1cccs1)C(=O)Cn1nnc(-c2cccs2)n1 (stereo not drawn)
    -5.3	-3.5	1.0	2.7	-0.7	-3.1	-0.9	-10.2	1.2
O=C(C1CCN(c2nnnn2-c2ccccc2)CC1)N1CCN(c2ccccc2)CC1
    3.1	1.3	0.0	-1.7	0.2	7.2	-0.2	-14.1	6.5
CC(=O)N(CC1CCCO1)c1nnc(-c2cnccn2)s1 (stereo not drawn)
    -2.5	7.2	-1.3	-2.7	0.6	3.4	-2.2	-15.4	0.3
CCn1c(SCC(=O)NNC(=O)c2ccc(C)cc2)nnc1-c1ccncc1
    x	-14.1	0.2	3.8	1.5	-3.9	-1.8	x	-0.8
O=[N+]([O-])c1ccc(N2CCOCC2)nc1
    3.8	-8.2	0.1	0.3	0.6	-5.5	0.3	0.7	2.8
CCn1c(SCc2cccc(C(=O)O)c2)nnc1-c1ccccc1
    -7.9	5.1	-0.2	2.7	1.2	-4.6	0.9	-13.1	3.8
Cc1ccc(S(=O)(=O)NCCCCCC(N)=O)cc1
    x	-0.5	0.9	-0.4	-0.2	-17.6	1.3	-22.5	0.0
CC1CCCC(NC(=O)c2ccc3c(SCC(=O)O)c4c(nc3c2)CCC4)C1C (stereo not drawn)
    2.0	-7.1	-0.2	-1.6	1.6	4.8	-0.7	-18.1	-1.8
CCN1CCN(C(=O)c2ccccc2NS(=O)(=O)c2ccc(Cl)cc2)CC1
    -0.2	-8.9	1.6	1.3	0.3	-4.0	-2.0	-19.6	6.1
O=C(NCc1cccnc1)/C(=C\c1ccc(-c2cccc(Cl)c2)o1)S(=O)(=O)c1ccccc1
    4.9[fluorescence artefact?]	-10.7	-0.5	-0.9	-0.7	24.7	-3.2	x	2.4
COc1ccccc1Nc1nc(N)nc(CSC(=S)N2CCC(C)CC2)n1
    13.5[fluorescence artefact?]	-7.9	1.9	-2.5	0.3	-17.7	1.3	9.6	8.1
CCCCn1c(O)c(N=NC(=O)c2ccccc2NS(=O)(=O)c2cccs2)c2ccccc21
    1.4[fluorescence artefact?]	6.3	0.6	1.4	0.5	-7.6	-1.7	-11.0	3.5
Cc1nc(Cl)sc1C(=O)Nc1ccccc1
    4.7	22.1	0.1	1.2	0.4	-22.4	-2.8	4.3	0.4
CCC(C(=O)O/N=C(\N)c1ccc(C)cc1)c1ccccc1 (stereo not drawn)
    6.4	-0.8	4.0	-1.4	1.7	-1.0	0.6	-10.6	3.6
CNC(=S)N/N=C(\C)c1ccccc1
    -1.7	-4.3	0.5	0.8	1.3	-8.1	0.5	-6.9	-0.3
COC(=O)C1=CN(CCOC23CC4CC(CC(C4)C2)C3)C=C(C(=O)OC)C1c1ccsc1
    0.5	-39.2	1.5	-3.3	-0.4	15.3	-0.2	-7.8	7.1
CC(C)(C)NC(=O)NC(=O)COC(=O)c1ccco1
    -3.5[fluorescence artefact?]	-0.8	-0.5	-1.7	0.9	0.2	-1.9	5.3	2.2
COc1ccc(NC(=O)c2cc(Br)ccc2Cl)c([N+](=O)[O-])c1
    -1.4	-16.6	-0.6	-2.0	1.9	3.2	-0.9	-16.2	3.5
COc1ccc(/C=N/NC(=O)CCc2c(C)n[nH]c2C)cc1OC
    5.8	-5.0	0.6	-1.2	-0.5	-0.4	2.6	-10.2	3.4
Cc1ccc(-n2ccnc2SCC(=O)N(CC(C)C)C2CCS(=O)(=O)C2)c(C)c1 (stereo not drawn)
    2.1	-0.1	0.2	-1.7	-0.4	-3.4	-2.3	-11.3	2.7
Cc1ccc(C)c(CSc2nnc(-c3cccnc3)n2N)c1
    2.4	1.7	-0.4	4.7	0.3	-9.4	-2.8	3.4	2.2
Cc1cc(C)n2nc(C(=O)NC3CCCc4ccccc43)nc2n1 (stereo not drawn)
    1.9	9.4	0.8	1.7	0.0	-0.9	0.5	-21.0	1.6
CCOC(=O)N1CCN(C(=O)COc2ccc(S(=O)(=O)NCC(C)C)cc2C)CC1
    0.6[fluorescence artefact?]	-0.8	-0.3	-0.1	-0.8	-11.5	2.1	-0.9	3.7
Cc1sc2nc(NCCO)[nH]c(=O)c2c1C
    -2.2	-2.8	0.9	0.4	1.4	-3.9	-0.6	-15.6	5.4
CCOc1ccccc1C1CC(c2ccc(Cl)cc2)Nc2nc(N)nn21 (stereo not drawn)
    -0.5	8.8	-1.4	-1.3	-0.4	-10.0	-2.2	-7.0	2.3

# From PubChem BioAssay

# This is a random part of the collection. About 4.1% of those tested had a hit in this group.
